Source: PubChem (The Scripps Research Institute Molecular Screening Center)
PLCb3 inh: human PLC-beta3 inhibitors, primary screen, biochemical, fluorescence; 1-phosphatidylinositol 4,5-bisphosphate phosphodiesterase beta-3 (Homo sapiens), Q01970; Purified PLC-beta3, fluorogenic substrate; inhibition, % at 12.2 µM; actives 0.18% (n = 370,000); in the data active means inhibition above about 11%;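 further: 0% = median of compound wells on plate and 100% = full blocker control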
TDP2 absorb: human TDP2 enzyme inhibitors, primary screen, biochemical, epi absorbance, recombinant enzyme. Tyrosyl-DNA phosphodiesterase 2 (Homo sapiens), O95551. T5PNP hydrolysis, p-nitrophenol absorbance 415 nm. inhibition, % at 12.8 µM. actives 0.34% (n = 370,000);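 active means inhibition above the mean of all tested compounds plus 3 SD, set per campaign, cut at about 25% in these data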;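 further: 0% = DMSO with enzyme and 100% = buffer with substrate but no TDP2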
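Assay system: Recombinant human TDP2 | Quantity: 120 nM TDP2 per well | Incubation: 2 h at 37 °C | Signal: Epi absorbance | Evaluation: Percent inhibition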
ADAM17 inh: ADAM17 inhibitors, primary screen, biochemical, QFRET. inhibition, % at 6.95 µM. actives 0.83% (n = 370,000). recombinant ADAM17, EDANS/DABCYL FRET peptide cleavage;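 active means inhibition above the mean of compounds lying between control limits plus 3 SD, set per campaign, cut at about 8.5% in these data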;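 further: 0% = DMSO-only wells as the low control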
PLCg1 inh: PLC-gamma1 enzyme inhibitors, primary screen, biochemical, fluorescence, purified enzyme; 1-phosphatidylinositol 4,5-bisphosphate phosphodiesterase gamma-1 (Homo sapiens), P19174; fluorogenic substrate; inhibition, % at 12.2 µM; actives 0.84% (n = 370,000); AID 720700, 2013; in the data active means inhibition above about 9.5%
ARFGAP1 inhibitor: inhibitors of rat ARFGAP1 GAP activity, primary screen, biochemical, fluorescence polarization, GDP tracer. inhibition, % at 16.5 µM. Arfgap1-stimulated ARF1 GTP hydrolysis, GDP FP detection. AID 651572, 2012. ADP-ribosylation factor GTPase-activating protein 1 (Rattus norvegicus), Q62848. actives 0.26% (n = 360,000);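 active means inhibition above a per-plate limit, mean inhibition of low control wells plus 3 SD, cut at about 25% in these data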;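 further: 0% = DMSO wells with enzyme and 100% = wells lacking Arfgap1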
Target sequence (Q62848 1-136 limits assumed): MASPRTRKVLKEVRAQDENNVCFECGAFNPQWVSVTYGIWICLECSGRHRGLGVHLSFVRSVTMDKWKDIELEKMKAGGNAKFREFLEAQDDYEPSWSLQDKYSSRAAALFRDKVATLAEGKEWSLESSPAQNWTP
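system = rat Arfgap1 catalytic domain, aa 1-136 | technique = FP, GDP Alexa 633 tracer displaced from anti-GDP antibody, 620/688 nm | compound = one concentration, 16.5 µM, DMSO 1.26% | medium = HEPES-based buffer, pH 7.5 | timing = compound-enzyme preincubation 20 min, reaction 120 min, detection 60 min, 25 °C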
ADAM10 inh: human ADAM10 inhibitors, primary screen, biochemical, QFRET, HTS | inhibition, % at 7 µM | recombinant ADAM10, EDANS/DABCYL FRET peptide cleavage, 3 h | Disintegrin and metalloproteinase domain-containing protein 10 (Homo sapiens), O14672 | actives 0.62% (n = 370,000) | AID 720582, 2013;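 active means inhibition above a per-campaign cutoff equal to the mean of compounds falling between control-based bounds plus 3 SD, cut at about 20% in these data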;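 further: 0% = DMSO wells while the 100% control is not disclosed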
Tn6 DDE FP: inhibitors of Tn6 peptide binding to fibrin DD(E), primary screen, biochemical, fluorescence polarization, human fibrin, Tn6 probe; actives 0.21% (n = 370,000); inhibition, % at 8.3 µM; Fibrin DD(E) TRITC-Tn6 fluorescence polarization displacement; AID 720509, 2013; Fibrinogen beta chain (Homo sapiens), P02675;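 active means inhibition above a per-campaign cutoff: mean of compounds within control limits plus 3 SD, cut at about 15% in these data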;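 further: 0% = median of all compound wells on the plate and 100% = blocking peptide control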
Target sequence (P02675 whole entry, looked up): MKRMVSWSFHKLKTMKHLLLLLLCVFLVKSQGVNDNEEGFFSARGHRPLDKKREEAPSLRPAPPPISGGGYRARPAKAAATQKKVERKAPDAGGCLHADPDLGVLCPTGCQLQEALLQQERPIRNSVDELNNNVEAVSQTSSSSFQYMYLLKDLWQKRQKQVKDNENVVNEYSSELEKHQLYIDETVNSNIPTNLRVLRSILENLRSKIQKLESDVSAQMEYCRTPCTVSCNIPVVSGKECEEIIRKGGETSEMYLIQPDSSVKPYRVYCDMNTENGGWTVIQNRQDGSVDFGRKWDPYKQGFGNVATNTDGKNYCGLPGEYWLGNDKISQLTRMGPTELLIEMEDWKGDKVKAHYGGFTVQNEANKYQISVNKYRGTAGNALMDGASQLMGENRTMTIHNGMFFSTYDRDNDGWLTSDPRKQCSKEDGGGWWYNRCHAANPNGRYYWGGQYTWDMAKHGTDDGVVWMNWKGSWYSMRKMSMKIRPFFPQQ
SIAE inh: human SIAE inhibitors, primary screen, biochemical, fluorescence polarization, FP-Rh probe, 1536-well HTS. SIAE FP-Rh probe binding. Sialate O-acetylesterase (Homo sapiens), Q9HAT2. inhibition, % at 9.66 µM. AID 1053197, 2014. actives 0.69% (n = 370,000);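 active means inhibition above a cutoff: mean of compounds within the control limits plus 3 SD of those, cut at about 17% in these data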;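 further: 0% = plate median of compound wells and 100% = probe without SIAE protein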
Tn7 DDE FP: inhibitors of Tn7 peptide binding to fibrin DD(E), primary screen, biochemical, fluorescence polarization, human fibrin, Tn7 probe; Fibrinogen beta chain (Homo sapiens), P02675; FP displacement of FITC-Tn7 peptide from fibrin DD(E); 0% = median of compound wells per plate; inhibition, % at 8.3 µM; actives 0.13% (n = 370,000); AID 720508, 2013;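 active means inhibition above the mean of compounds falling within the control limits plus 3 SD of them, cut at about 14% in these data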;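 further: 0% = plate median of compound wells and 100% = 10 µM Aha-Tn7 peptide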
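Test system: human clot-derived fibrin DD(E) complex / Quantity: 2 µM final DD(E) protein / Incubation: 10 min plus 3 h, room temperature / Measured by: fluorescence polarization / Benchmarks: high control of 10 µM Aha-Tn7 peptide / Replicates: singlicate testing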
ASAP1 GAP inh: inhibitors of human ASAP1 ArfGAP activity, primary screen, biochemical, fluorescence polarization | Arf-GAP with SH3 domain, ANK repeat and PH domain-containing protein 1 (Homo sapiens), … | AID 624377, 2012 | inhibition, % at 16.5 µM | ASAP1-stimulated ARF1 GTP hydrolysis, GDP FP detection | actives 0.19% (n = 360,000); in the data active means inhibition above about 25%;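 further: 0% = vehicle with enzyme and substrate and 100% = no enzyme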
Starred values were filed as active, the others as inactive; i = inactive.

SIAE inh | ASAP1 GAP inh | ARFGAP1 inhibitor | Tn6 DDE FP | PLCb3 inh | Tn7 DDE FP | ADAM17 inh | PLCg1 inh | ADAM10 inh | TDP2 absorb | molecule
-1 | 8 | 11 | 3 | -3 | 3 | 2 | 0 | 2 | -5 | O=C(CCNC(=O)c1ccc([N+](=O)[O-])cc1)Nc1ccccc1N1CCOCC1
4 | -2 | -8 | 2 | 0 | 2 | -1 | 0 | -5 | 4 | Cc1ccc(Nc2cc(=O)n(C)c(=O)[nH]2)cc1C
0 | -4 | 7 | -6 | 4 | -2 | 1 | -4 | -4 | 0 | Cc1cc(C)cc(NC(=O)N2CCN(S(C)(=O)=O)CC2)c1
13 | 1 | 2 | 1 | -228 | 6 | -394 | -183 | i | 14 | c1cncc(Nc2c3ccccc3nc3ccccc23)c1
0 | -4 | 7 | -4 | -373 | -6 | -200 | -282 | i | -7 | CCC(C)n1c(/C=C/c2ccccc2)nc2ccccc21 (configuration not stated)
-1 | -2 | 0 | 6 | -63 | -4 | -5 | -37 | -26 | 5 | CC(=O)OC(C=C(C)C)C/C(C)=C/COc1c2ccoc2cc2oc(=O)ccc12 (configuration not stated)
6 | -3 | 9 | -2 | 3 | 3 | -5 | 3 | -13 | -7 | COc1ccc(OC)c(NC(=O)c2nnn(Cc3ccc(Br)cc3F)c2N)c1
-13 | 5 | 13 | -1 | -8 | -3 | -1 | -4 | 5 | 10 | CN(C)S(=O)(=O)c1ccc(Cl)c(NC(=O)COC(=O)c2ccc3c(c2)NC(=O)CS3)c1
0 | 2 | 0 | 2 | -1 | 0 | -4 | -1 | -16 | -7 | CCN1C(=O)/C(=C\N2CCN(C)CC2)SC1=S
-1 | 3 | 9 | 2 | -8 | -9 | -5 | -1 | -3 | 1 | Cc1ccc(NC(=O)COC(=O)COc2cccc3c2OC(C)(C)C3)cc1C
1 | 8 | 0 | -1 | -8 | -2 | -4 | 2 | 3 | 11 | CCn1c(-c2ccccn2)nc2cc(S(=O)(=O)N(C)C)ccc21
3 | 5 | 0 | 4 | 0 | -1 | 1 | -1 | -3 | -3 | C=CCn1c(SCCC)nc2sc3c(c2c1=O)CCc1ccccc1-3
0 | 1 | -5 | 8 | -91 | 4 | -151 | -91 | i | 4 | CCCCC(NS(=O)(=O)c1ccc(C)cc1)C(=O)Oc1ccc2c3c(c(=O)oc2c1)CCC3 (configuration not stated)
2 | -5 | 13 | -3 | 2 | -5 | 1 | 5 | -6 | -8 | O=C(Nc1ccc(Br)cc1)c1ccco1
2 | -17 | -8 | 8 | -7 | 9 | -1 | -2 | 2 | -2 | Cc1ccc(C(=O)NCc2ccc(Cl)c(Cl)c2)o1
-2 | 11 | 2 | 3 | -3 | -3 | -1 | 0 | 7 | 4 | O=C(NC(=S)NC1CCN(Cc2ccccc2)CC1)c1ccc(F)cc1
0 | -13 | -2 | 1 | -5 | -2 | -1 | -2 | -6 | 11 | CCOc1ccc(CN2CCNC(=O)C2CC(=O)NCCc2ccccn2)cc1 (configuration not stated)
3 | 6 | -10 | 0 | -19 | 10 | -12 | -10 | -17 | -2 | COC(=O)c1[nH]c2cc(C)ccc2c1NC(=O)CN1CCOCC1
1 | -4 | -6 | -6 | 2 | 5 | -2 | 3 | -3 | 1 | CNc1nc(N/N=C/c2cc3c(cc2[N+](=O)[O-])OCO3)nc(Nc2ccccc2)n1
-1 | 18 | -2 | -5 | -11 | 7 | -3 | -7 | -7 | 5 | CC1=N/C(=C\c2ccc([N+](=O)[O-])cc2)C(=O)N1c1ccc(F)cc1F
3 | -1 | 9 | 2 | -63 | -2 | -7 | -42 | -62 | 15 | Cc1ccc(-c2[nH]c(=O)n3ccncc23)s1
1 | -18 | -10 | 9 | 0 | 7 | -5 | 0 | -7 | -4 | Cc1cc(N2CCCC2=O)c(N)cc1N
0 | 15 | -6 | 0 | -1 | -2 | 0 | -1 | 3 | -6 | Cc1ccc(C(=O)O)cc1NC(=O)CN1C(=O)C2C3c4ccccc4C(Br)(c4ccccc43)C2C1=O (configuration not stated)
2 | 0 | 5 | -2 | 1 | 0 | 0 | 5 | -2 | -4 | O=C(O)Cc1ccc2c(c1)N(S(=O)(=O)c1cccc(C(F)(F)F)c1)CC(C(=O)O)O2 (configuration not stated)
0 | 8 | -9 | -6 | -10 | 5 | -4 | -6 | -20 | 8 | COc1ccc(-c2nc3ccc(C)cn3c2CC(C)(C)C)cc1OC
-1 | -1 | 8 | 0 | 3 | -2 | 1 | 3 | -1 | 8 | CCc1cc2c(N=Nc3c(O)[nH]c4ccccc34)ncnc2s1
3 | 10 | 10 | -1 | -9 | 5 | -4 | -4 | -7 | -6 | Cc1ccn2c(=O)c(NC(=O)c3cccc4ccccc34)c(C)nc2c1
3 | 2 | 3 | 4 | 7 | 2 | 1 | 2 | 3 | -10 | O=C(c1cc([N+](=O)[O-])ccc1N1CCCCC1)N1CCCCC1
-4 | 14 | 1 | -1 | -3 | -7 | -1 | -2 | -6 | -15 | COc1ccc(CCNC(=O)C(=O)NCC2OCCN2S(=O)(=O)c2cccs2)cc1 (configuration not stated)
2 | 8 | 7 | 0 | -7 | -7 | -3 | 1 | 4 | 8 | Cc1cc(OCC(=O)Nc2ccc(N3CCN(C)CC3)cc2)ccc1Cl
2 | 12 | 13 | 4 | -65 | 0 | -13 | -46 | -58 | 1 | CCc1cc2c(-c3ccccc3)cc(=O)oc2cc1OC(C)C(=O)NCC1CCC(C(=O)O)CC1 (configuration not stated)
1 | 11 | 5 | -5 | -2 | 2 | 0 | 1 | 6 | 5 | COc1cccc(-n2nnnc2SCC(=O)Nc2nc3c(s2)CCCC3)c1
-1 | 9 | -7 | -1 | -40 | 0 | -11 | -25 | -20 | -8 | O=c1c2ccccc2nc2n1CCc1c-2[nH]c2ccccc12
-6 | -11 | -6 | 0 | 0 | 4 | -1 | 1 | 1 | -2 | COc1cc(OC)cc(C(=O)Nc2cccnc2)c1
4 | 0 | 10 | -2 | -2 | -3 | -3 | -2 | -7 | -4 | COc1ccc(-c2nnc(NC(=O)c3ccccc3[N+](=O)[O-])s2)c(OC)c1
-1 | -10 | -10 | 0 | 1 | 1 | 0 | 8 | 14 | -6 | O=C(c1n[nH]c(=O)c2ccccc12)N1CCN(c2ccc(F)cc2)CC1
1 | 2 | 15 | 7 | -11 | 8 | 0 | -1 | 2 | -6 | CC(=O)c1sc(C(=O)O)c(-c2ccco2)c1-c1ccco1
-25 | 8 | -5 | 1 | -3 | 7 | 0 | 1 | -2 | 13 | COc1cc(/C=C(\C#N)C(=O)Nc2cccc(C(=O)O)c2)ccc1OCc1ccc(C)cc1
-6 | 14 | 3 | 1 | 4 | -4 | -7 | 2 | -14 | -4 | CC1CN=C(NS(=O)(=O)c2ccccc2)N1 (configuration not stated)
-6 | -4 | 6 | 3 | -26 | -4 | -16 | -7 | -22 | -11 | Cc1ccc(S(=O)(=O)CCC(=O)Nc2nnc(-c3ccccc3S(C)(=O)=O)o2)cc1
